MEP2 TOR yeast: alters MEP2-GFP fluorescence in TOR pathway yeast screen; S. cerevisiae MEP2-GFP strain, flow cytometry GFP, 3 h; 100% = DMSO control level; GFP response vs DMSO, % at 10 µM; hit rate 0.51% among 330,000;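 active = GFP response versus DMSO above a set limit, roughly screen mean plus 3 SD, cut at about 180% in these data; inconclusive = fewer than 70 cells counted for a yeast strain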;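 also: median GFP fluorescence of the barcode-gated MEP2-GFP cells per well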
proCasp7 act: counter-screen for procaspase-3 activators: activators of human procaspase-7; P55210; recombinant procaspase-7, Ac-DEVD-pNA absorbance 405 nm; D23A/D198A/D206A triple mutant, cannot self-cleave; scale: DMSO 0, 5 µM enzyme 100; activation, % at 8.5 µM; hit rate 0.093% among 330,000; AID 463210;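 active = percent activation above the screen-wide mean plus 3 SD, cut at about 25% in these data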
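Assay system: Uncleavable procaspase-7 mutant enzyme | Input: 2 µM procaspase-7 mutant as dispensed | Timing: 1 h compound preincubation, 2 h substrate cleavage, 25 °C | Repeats: One well per compound | Control set: DMSO wells as 0%, DMSO with 5 µM added PC-7 as 100% | Technique: Epi-absorbance of released pNA at 405 nm, two timepoints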
procasp3 activ: procaspase-3 (human) activation; recombinant procaspase-3 D3A, Ac-DEVD-pNA absorbance 405 nm; P42574; hit rate 0.11% among 330,000; activation, % at 8.5 µM; AID 463141;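 active = activation above the mean of all tested compounds plus 3 SD, cut at about 21% in these data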;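 also: 0% = DMSO alone and 100% = DMSO wells spiked with extra 5 µM PC-3 D3A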
Target sequence (P42574 whole entry D9A/D28A/D175A): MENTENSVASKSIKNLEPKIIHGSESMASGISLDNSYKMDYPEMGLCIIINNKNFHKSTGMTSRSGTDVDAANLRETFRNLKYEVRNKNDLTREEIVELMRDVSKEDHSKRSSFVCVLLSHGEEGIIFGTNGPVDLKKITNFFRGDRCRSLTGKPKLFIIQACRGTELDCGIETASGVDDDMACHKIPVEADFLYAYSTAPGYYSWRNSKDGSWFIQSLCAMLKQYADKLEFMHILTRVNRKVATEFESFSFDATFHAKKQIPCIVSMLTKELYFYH
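Evaluation: percent activation relative to control range; Material: Procaspase-3 D3A mutant, all three cleavage aspartates alanine; Compound: single dose, 8.5 µM nominal compound, 0.8% DMSO; Replication: one well per compound; Signal: absorbance at 405 nm, 0 and 120 min; Schedule: 1 h preincubation plus 2 h reaction at 25 °C.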
RPL19A-GFP yeast: alters RPL19A-GFP fluorescence in TOR pathway yeast screen; hit rate 0.3% among 330,000; S. cerevisiae RPL19A-GFP strain, flow cytometry, 3 h; active compounds read low; AID 2025; percent response vs DMSO, % at 10 µM;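 active = percent response vs DMSO below 50%; inconclusive = fewer than 70 events counted for the yeast strain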;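 also: median channel GFP fluorescence of the barcoded RPL19A-GFP strain; ratio of sample median GFP to plate DMSO average so 100% = DMSO; lower means less RPL19A-GFP as with rapamycin TOR inhibition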
CR mimetic SO: lowers age-related superoxide in aged yeast cells; hit rate 0.18% among 330,000; S. cerevisiae aged cells, superoxide DHE fluorescence; active compounds read low; superoxide response (% of plate mean), % at 10 µM; AID 2690;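 active = superoxide response under a set limit, about three screen SD below normal, cut at about 65% in these data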;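 also: yeast aged for seven days with compound at 30 °C before DHE staining; 100% = average MFI of all compound-treated wells on the plate with controls excluded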
AHR activator: human AHR activation; P35869; AHR-responsive luciferase reporter cells, luminescence; activation, % at 5 µM; hit rate 2.5% among 320,000; AID 2796; in the data active = activation above about 47%;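 also: 0% = vehicle wells and 100% = reference agonist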
Target sequence (P35869 whole entry, looked up): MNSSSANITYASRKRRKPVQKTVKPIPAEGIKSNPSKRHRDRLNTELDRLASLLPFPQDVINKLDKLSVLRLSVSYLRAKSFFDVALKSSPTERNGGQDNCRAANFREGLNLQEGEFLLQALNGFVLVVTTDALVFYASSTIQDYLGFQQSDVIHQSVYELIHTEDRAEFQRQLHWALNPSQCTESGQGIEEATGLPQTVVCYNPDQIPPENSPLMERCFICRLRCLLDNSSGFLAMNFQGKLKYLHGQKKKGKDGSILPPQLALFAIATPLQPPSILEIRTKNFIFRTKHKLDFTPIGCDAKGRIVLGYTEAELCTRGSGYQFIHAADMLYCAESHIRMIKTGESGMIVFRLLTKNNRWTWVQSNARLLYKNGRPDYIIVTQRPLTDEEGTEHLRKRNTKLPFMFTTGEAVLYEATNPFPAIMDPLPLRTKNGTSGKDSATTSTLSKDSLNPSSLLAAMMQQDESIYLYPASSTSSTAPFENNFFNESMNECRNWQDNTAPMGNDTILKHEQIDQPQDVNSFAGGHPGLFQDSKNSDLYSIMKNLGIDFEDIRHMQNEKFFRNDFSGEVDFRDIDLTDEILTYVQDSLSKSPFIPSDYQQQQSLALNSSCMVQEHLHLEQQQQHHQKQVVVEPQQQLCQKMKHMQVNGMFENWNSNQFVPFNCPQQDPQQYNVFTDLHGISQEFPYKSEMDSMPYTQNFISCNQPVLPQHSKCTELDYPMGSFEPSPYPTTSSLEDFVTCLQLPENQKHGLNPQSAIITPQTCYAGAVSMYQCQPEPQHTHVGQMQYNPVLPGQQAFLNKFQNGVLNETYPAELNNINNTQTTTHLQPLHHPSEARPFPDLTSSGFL
JMJD2C inh: inhibitors of human GASC-1 (JMJD2C) demethylase. Q9H3R0. GST-JMJD2C(1-420) H3K9me3 demethylation, DELFIA europium. inhibition, % at 2.35 µM. hit rate 0.069% among 330,000. AID 2099;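 active = more than half of a compound's replicate wells show inhibition beyond 50%, single wells judged on their own value; inconclusive = some, but no more than half, of replicates pass 50% inhibition; inactive = no replicate passes 50% inhibition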;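 also: signal counts dimethyl H3K9 product captured on neutravidin plate; 0% = median of DMSO wells and 100% = 0.3 times that DMSO median; strong numbers were not always called active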
LAP4-GFP MLPCN: modulators of TOR pathway LAP4-GFP in S. cerevisiae. hit rate 0.34% among 320,000. GFP response vs DMSO, % at 10 µM. AID 2023. S. cerevisiae LAP4-GFP multiplex, flow cytometry GFP, 3 h; median GFP as percent of DMSO wells;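 active = GFP response vs DMSO above a set limit, about the screen mean plus 3 SD, cut at about 150% in these data; inconclusive = under 70 cell events counted for the yeast strain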
Starred values were filed as active, the others as inactive; ? = inconclusive; . = no result given; & = joins results of further samples.

SMILES	MEP2 TOR yeast	proCasp7 act	procasp3 activ	RPL19A-GFP yeast	CR mimetic SO	AHR activator	JMJD2C inh	LAP4-GFP MLPCN
CCOC(=O)c1cc(CC)sc1NC(=O)COc1ccc2c(C)cc(=O)oc2c1	125.1	8.5	6.3	82.4	86.0	2.4	5.4	85.3
CC(C)NC(=O)CC(=O)N/N=C\c1ccccc1C(=O)O	113.8	-3.8	-3.9	93.4	96.6	7.1	20.6	112.0
COc1ccc(Cl)cc1S(=O)(=O)N1CCN(C(=O)COc2ccccc2)CC1	99.3	-2.2	5.2	102.3	102.7	3.9	7.2	103.5
CC(C)N1CC23C=CC(O2)C(C(=O)OCc2ccccc2)C3C1=O (stereo unspecified)	106.4	3.5	-4.3	106.9	116.7	-0.2	-5.0	110.6
CC(=O)c1cccc(NC(=O)CSc2nc(=O)n(CCN3CCOCC3)c3c2CCC3)c1	98.1	7.0	11.2	99.4	97.1	0.5	45.8	89.3
CCC1=NN(C(=O)c2cccnc2)C(O)(C(F)(F)F)C1 (stereo unspecified)	109.3	1.4	5.3	94.7	96.0	2.8	5.8	125.5
COc1ccc(C(CCc2ccc(C)o2)NC(=O)Nc2ccc(OC)cc2OC)cc1 (stereo unspecified)	95.7	-3.2	0.7	98.6	105.8	1.7	0.3	94.5
CCOC(=O)C1(CCOc2ccccc2)CCN(Cc2cccn2-c2ncccn2)CC1	102.1	8.2	6.8	99.5	65.6	6.2	0.6	102.5
CCn1c(SCC(=O)Nc2ccc(Br)cc2)nc2sc3c(c2c1=O)CCN(C)C3	112.0	13.4	-1.4	76.5	98.6	-2.1	5.5	92.0
COC(=O)c1ccccc1NC(=O)NCc1ccc2c(c1)OCO2	98.9	17.5	-13.2	98.3	101.0	1.7	6.2	103.4
c1cc(C2CCCCC2)ccc1Oc1nc(N2CCOCC2)nc(N2CCOCC2)n1	110.3	10.9	-3.6	101.2	93.1	1.7	1.4	97.1
Cc1ccc(S(=O)(=O)NC(N)=NCCc2ccccc2)cc1C	93.5	-5.4	2.3	97.4	77.5	6.8	-2.1	81.9
CCN(CC)C(=O)Cn1nnc(-c2ccc(S(C)(=O)=O)cc2)n1	94.6	8.9	3.8	85.8	96.3	2.3	-1.9	84.4
Cc1cc(C)n(CCCNC(=O)Cn2nnnc2CN2C[C@@H](C)O[C@@H](C)C2)n1	100.9	-0.8	4.9	100.8	103.2	1.2	-22.1	97.0
CC(C)NC(=O)c1ccc2c(c1)N(CC(=O)Nc1ccccc1F)C(=O)C(C)(C)O2	99.5	14.4	2.1	98.3	106.4	-2.2	-17.5	92.3
COc1ccc(C(=O)NC(=S)Nc2ccc(N3CCCC3)cc2)cc1	91.6	-2.3	0.8	96.7	98.5	7.5	2.5	106.3
Cc1cc(NC(c2cccnc2)c2ccc3cccnc3c2O)no1 (stereo unspecified)	94.1	0.4	8.4	92.2	86.6	1.7	-13.1	94.9
COc1cccc(-c2nc3ccc(O)cc3c(=O)o2)c1	143.8	-2.3	4.3	93.9	96.1	3.4	-3.1	127.3
Clc1nc2ccccc2nc1-c1ccccc1	124.8	-0.6	-7.2	101.7	105.2	2.2	8.5	98.3
CSc1ccc(/C=C/C(=O)NC(=O)c2ccccc2O)cc1	97.3	4.0	1.6	96.0	97.6	11.6	7.3	122.4
O=c1[nH]cc(-c2ccc(Br)cc2)n1Cc1ccccc1	90.5	-13.5	2.6	106.7	106.1	3.5	7.3	99.0
COCCNC(=O)CN(C(=O)CCC(=O)Nc1cc(C)on1)c1ccc(C)cc1C	101.0	6.5	8.2	95.8	74.4	-1.1	7.9	95.8
O=C(N/N=C1/CC2C=CCC12)c1ccco1 (stereo unspecified)	105.7	-7.2	1.9	104.5	90.9	6.8	5.5	97.6
O=C(C1COc2ccccc2O1)N1CCCCC1 (stereo unspecified)	98.6	9.7	-8.1	95.1	129.7	-1.0	4.2	113.1
O=C(O)c1ccc2c(=O)n3c(nc2c1)/C(=C/c1ccc(C(F)(F)F)cc1)CC3	95.3	0.0	6.4	93.1	97.4	0.4	-22.5	95.6
Next records.
SMILES	MEP2 TOR yeast	proCasp7 act	procasp3 activ	RPL19A-GFP yeast	CR mimetic SO	AHR activator	JMJD2C inh	LAP4-GFP MLPCN
CCN(CC)CCN1C(=O)C(=O)/C(=C(/O)c2ccc(S(=O)(=O)N3CCOCC3)cc2)C1c1ccc(C(C)C)cc1 (stereo unspecified)	108.9	-5.9	-5.0	108.3	83.7	-0.6	12.6	114.1
Cc1ccccc1N1C(=O)C2C3CCC(O3)C2C1=O (stereo unspecified)	103.3	-3.7	0.0	102.7	99.0	0.1	-2.0	92.6
Cc1nnc(SCC(=O)Nc2cc(Cl)ccc2Cl)n1CC1CCCO1 (stereo unspecified)	98.5	14.7	-1.6	100.0	101.0	0.4	-6.0	94.0
O=c1c2ccccc2nnn1CCN1CCOCC1	111.5	-7.3	5.8	113.0	103.7	1.9	0.0	94.7
Cc1ccc(S(=O)(=O)N(C)c2ccccc2C(=O)Nc2ccc(F)cc2F)cc1	103.0	.	.	101.0	91.5	.	-9.6	99.3
Cc1ccc(S(=O)(=O)N2CCOCC2)cc1NC(=O)CSc1ccccn1	110.6	6.4	-4.4	99.0	97.8	-1.3	7.6	107.2
Cc1cc(NC(=O)Nc2cc(Cl)ccc2C)no1	105.6	5.4	7.0	106.5	89.6	35.1	8.1	99.8
CCN(CC)c1cccc(OCC(=O)N(C)CCC#N)c1	109.0	-30.2	-14.2	101.8	81.0	18.2	4.2	91.8
Cc1ccc2occ(C(c3nnnn3C3CCCC3)N3CCN(C(=O)c4ccco4)CC3)c(=O)c2c1 (stereo unspecified)	95.3	-5.5	9.1	97.7	85.7	15.8	-7.5&2.1	97.5
c1cc2nnnn2nc1N1CCCCCC1	92.0	4.3	11.9	90.7	99.7	1.6	14.6	89.6
CC(C)(C)NC(=O)NC(=O)CN1CCN(c2ccccc2O)CC1	97.8	3.6	-2.6	103.1	101.0	-4.3	-4.3	111.4
O=C(NC(=S)Nc1cccnc1Cl)c1ccc(F)cc1	105.0	-4.6	5.5	99.7	94.4	5.3	-2.7	101.8
CNC(=S)NCc1ccc2[nH]c3c(c2c1)CCCC3	96.0	0.6	-3.5	96.0	100.8	5.2	34.0	89.3
N#CC(c1ccc(F)cc1)c1ccc(C(=O)c2ccccc2)cc1 (stereo unspecified)	93.4	6.5	8.2	93.3	112.8	0.7	1.3	89.1
Cc1cc(S(=O)(=O)Nc2ccc(C(=O)N3CCN(c4ccccc4O)CC3)cc2)ccc1F	93.6	7.0	6.1	93.3	91.5	1.8	3.2	83.5
CCCCC(=O)Nc1nc(C)c(-c2csc(Nc3cc(Cl)ccc3OC)n2)s1	95.5	-8.8	-6.1	95.0	102.2	70.3*	1.6	125.7
COc1ccc(NC(=O)c2nnn(CC(=O)Nc3ccc4c(c3)OCO4)c2N)c(OC)c1	107.0	-2.5	4.9	104.3	130.2	6.3	-0.6	100.1
CCOC(=O)Cn1nc(C(F)F)c(Br)c1C	95.5	-2.5	7.2	91.9	93.4	1.7	2.1	92.9
CC1(c2nnc(-c3ccc(Cl)cc3)o2)CC(c2ccncc2)=NO1 (stereo unspecified)	94.4	2.7	3.0	94.7	102.2	2.1	-10.6	98.4
CC(=O)Nc1cccc(/C(C)=N/NC(=O)c2cc(-c3ccncc3)nc3ccccc23)c1	100.4	-2.7	-3.7	101.2	113.5	6.2	-8.9	112.6
CCCCCCNCc1c(F)cccc1Cl	95.9	-5.5	-0.4	99.0	95.8	0.3	-8.1	88.7
O=C(Nc1ccc(N2CCN(C(=O)c3cccs3)CC2)cc1)c1ccc([N+](=O)[O-])o1	93.8	.	.	106.3	108.4	.	4.3	67.3
O=[N+]([O-])c1cc(S(=O)(=O)NCCN2CCOCC2)ccc1Cl	107.8	-12.1	4.4	101.2	101.0	1.2	3.8	95.9
CNC(=O)c1ccc2snnc2c1	96.3	0.9	4.5	100.1	104.1	0.7	7.4	102.4
Cc1ccccc1-c1cc(C(=O)Nc2sc(C)c(C)c2C(N)=O)c2ccccc2n1	112.4	-24.8	-11.5	104.6	119.0	44.1	12.1	107.6

Structures listed above printed as active in AHR activator.
compound	MEP2 TOR yeast	procasp3 activ	RPL19A-GFP yeast	AHR activator	JMJD2C inh	LAP4-GFP MLPCN
CCCCC(=O)Nc1nc(C)c(-c2csc(Nc3cc(Cl)ccc3OC)n2)s1	95.5	-6.1	95.0	70.3*	1.6	125.7

Copied from above for reference:
SMILES	MEP2 TOR yeast	proCasp7 act	procasp3 activ	RPL19A-GFP yeast	CR mimetic SO	AHR activator	JMJD2C inh	LAP4-GFP MLPCN
CCN(CC)CCN1C(=O)C(=O)/C(=C(/O)c2ccc(S(=O)(=O)N3CCOCC3)cc2)C1c1ccc(C(C)C)cc1 (stereo unspecified)	108.9	-5.9	-5.0	108.3	83.7	-0.6	12.6	114.1
Cc1ccccc1N1C(=O)C2C3CCC(O3)C2C1=O (stereo unspecified)	103.3	-3.7	0.0	102.7	99.0	0.1	-2.0	92.6
Cc1nnc(SCC(=O)Nc2cc(Cl)ccc2Cl)n1CC1CCCO1 (stereo unspecified)	98.5	14.7	-1.6	100.0	101.0	0.4	-6.0	94.0

Other entries follow.
SMILES	MEP2 TOR yeast	proCasp7 act	procasp3 activ	RPL19A-GFP yeast	CR mimetic SO	AHR activator	JMJD2C inh	LAP4-GFP MLPCN
Cc1nnc(SCC2=C(C(=O)O)N3C(=O)C(NC(=O)c4cc(F)c(F)cc4Cl)C3SC2)s1 (stereo unspecified)	101.7	-15.6	-8.2	97.4	101.9	-1.3	-10.2	95.1
O=C(N1CCOCC1)N1CCC(n2nnc3cc(F)ccc32)CC1	96.8	1.1	4.1	99.0	91.5	15.9	6.6	100.7
CCOC(=O)CCCCC(=O)c1[nH]c(=O)[nH]c1CSc1nc(C)cc(=O)[nH]1	101.8	0.4	-16.3	99.1	98.2	0.2	7.9	101.0
COCCNC(=O)CN1C(=O)NC2(CCCc3ccccc32)C1=O (stereo unspecified)	103.5	-0.5	1.2	100.0	95.2	-0.9	-2.6	96.5
CCOC(=O)CN1C(=O)CN(c2ccc(C)c(C)c2)C1=O	101.4	9.3	4.6	100.3	98.9	3.6	0.2	101.5
O=C(CNc1ccc(Oc2ccccc2)cc1)N1CCOCC1	103.8	-19.4	-1.2	100.0	89.1	-3.6	-9.4	98.0
CCOc1ccccc1NC(=S)N1CCN(c2nc(-c3cccc(OC)c3)cs2)CC1	?	1.6	-6.7	101.5	112.6	11.2	-0.7	92.5
CCn1cc(C(=O)NCc2ccco2)c(=O)c2cc(S(=O)(=O)N3CC(C)CC(C)C3)ccc21 (stereo unspecified)	101.0	12.8	-7.7	98.3	110.3	-0.5	4.9	93.4
COc1ccc(-c2cc(C(F)(F)F)nc(SCC(=O)N(C)Cc3cn(C)nc3C)n2)cc1OC	104.9	-1.9	-2.3	104.7	93.2	-0.7	1.4	97.0
CC(=O)O/N=C(/C)c1ncc(C(F)(F)F)cc1N1CCOCC1	103.8	8.1	-2.1	97.3	92.8	0.3	-15.7	98.5
CCN1C(=O)CC(N2CCC(Nc3ccc(OC)cc3)CC2)C1=O (stereo unspecified)	101.8	-10.7	-175.5	103.5	100.8	-1.4	.	101.7

Assay outcomes as filed in PubChem BioAssay.
